High-throughput results (PubChem)
14-3-3 Bad PPI: disrupts binding of bovine 14-3-3 zeta to phospho-Bad peptide. TR-FRET 14-3-3zeta/Dy647-pBad peptide displacement, 1 h. inhibition, % at 21.7 µM. hit rate 0.71% among 220,000. AID 781;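 active means inhibition above about 70%, limit read from the data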;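 further: 0% = full 14-3-3 plus peptide FRET controls and 100% = background without 14-3-3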
Target sequence (P63103 whole entry, looked up): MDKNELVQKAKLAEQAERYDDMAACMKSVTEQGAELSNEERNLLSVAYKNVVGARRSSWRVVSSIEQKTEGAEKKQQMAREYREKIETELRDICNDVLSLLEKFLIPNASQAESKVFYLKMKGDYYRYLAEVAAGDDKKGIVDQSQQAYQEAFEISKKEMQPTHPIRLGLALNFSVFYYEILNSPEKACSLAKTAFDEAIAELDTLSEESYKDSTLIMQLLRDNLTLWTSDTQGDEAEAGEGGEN
L929 necroptosis: blocks zVAD induced death of L929 cells; L929 zVAD necroptosis rescue, ATP luminescence, 24 h; with zVAD 60 µM; viability rescue, % at 10 µM; hit rate 0.38% among 220,000; AID 1377;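 active means activation, scaled between plate controls, above about 75%, limit read from the data; inactive means activation under that limit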;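 further: 0% = zVAD with DMSO and 100% = DMSO alone without zVAD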
TbHK1 inh: T. brucei hexokinase 1 inhibition; recombinant TbHK1, G6PDH-coupled NADH A340; inhibition, % at 10 µM; hit rate 0.11% among 220,000;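 active means inhibition of 50% or more in the single-dose primary screen; inactive means inhibition below 50%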
EP2 mod: EP2 receptor (human) modulation | P43116 | EP2-expressing cells, cAMP HTRF FRET, PGE2 co-stimulation | induction, % at 25 µM | hit rate 0.83% among 260,000 | AID 940;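 active means compounds whose cAMP rise, as percent of the full-agonist control response, exceeds 60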;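 further: rat C6 glioma line stably carrying human EP2 under a CMV promoter; the protocol text gives 20 µM as final concentration; 100% = response of wells given 1 µM PGE2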
Target sequence (P43116 whole entry, looked up): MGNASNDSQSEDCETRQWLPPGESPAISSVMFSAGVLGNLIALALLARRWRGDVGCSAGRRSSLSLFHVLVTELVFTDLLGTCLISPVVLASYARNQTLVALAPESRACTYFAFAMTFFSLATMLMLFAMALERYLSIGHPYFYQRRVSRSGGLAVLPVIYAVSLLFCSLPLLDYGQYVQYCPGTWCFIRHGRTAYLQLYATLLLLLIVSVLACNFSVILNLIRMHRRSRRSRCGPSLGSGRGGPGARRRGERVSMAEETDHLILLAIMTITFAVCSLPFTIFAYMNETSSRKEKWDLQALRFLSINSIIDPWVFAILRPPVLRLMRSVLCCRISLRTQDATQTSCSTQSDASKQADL
Rad51 HR inh: Rad51 (human) homologous recombination inhibition | Q06609 | hRad51 DNA strand exchange, fluorescence dequenching | inhibition, % at 10 µM | hit rate 0.085% among 200,000;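 active means inhibition above 40% at the single screening dose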;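 further: 0% = DMSO control wells and 100% = blanks with heterologous ssDNA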
Target sequence (Q06609 whole entry, looked up): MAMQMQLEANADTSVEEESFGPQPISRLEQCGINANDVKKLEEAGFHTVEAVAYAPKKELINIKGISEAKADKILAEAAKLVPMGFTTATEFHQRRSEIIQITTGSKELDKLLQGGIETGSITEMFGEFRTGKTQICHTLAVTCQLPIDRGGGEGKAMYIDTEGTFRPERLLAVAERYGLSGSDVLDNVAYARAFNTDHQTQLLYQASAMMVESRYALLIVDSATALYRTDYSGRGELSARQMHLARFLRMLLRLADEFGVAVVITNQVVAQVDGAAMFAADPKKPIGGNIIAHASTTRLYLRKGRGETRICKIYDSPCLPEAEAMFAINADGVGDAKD
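Read-out basis: percent inhibition relative to plate controls and blanks / Assay system: human Rad51 nucleoprotein filaments preassembled on unlabelled ssDNA / Timing: filaments 15 min 37 °C, then compound 30 min / Control set: per-plate controls and blanks / Technique: fluorescence dequenching at 485/520 nm / Compound: 10 µM final, single point / Also added: Fluorescein- and BHQ1-tagged 47-mer duplex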
eIF4E 4G PPI: inhibitors of eIF4E and eIF4G interaction in translation initiation; P63073+Q04637; TR-FRET eIF4E-eIF4GI(517-606) binding, 2 h; inhibition, % at 21.7 µM; hit rate 0.37% among 220,000; AID 782;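 active means inhibition above about 30%, limit read from the data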;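 further: 0% = full FRET control wells and 100% = background wells lacking eIF4GI fragment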
PGE2 EP2 inh: inhibitors of human EP2 prostaglandin E2 receptor; P43116; C6 glioma cells expressing human EP2, cAMP TR-FRET; cells stimulated with saturating PGE2; inhibition, % at 25 µM; hit rate 0.52% among 260,000; AID 1422;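 active means percent inhibition above 40 after rounding to a whole number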;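 further: rat C6 glioma host cells with rolipram phosphodiesterase inhibitor present; the protocol text gives 20 µM as final concentration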
Hck Nef HTS: human Hck-Nef kinase inhibition. P08631. Recombinant Hck-YEEI plus Nef, Z-Lyte FRET kinase assay. inhibition, % at 20 µM. hit rate 0.68% among 220,000. AID 463187;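 active means Hck-Nef kinase inhibition above about 50%, limit read from the data; inactive means inhibition below that limit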;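 further: 0% = DMSO with Hck plus Nef and 100% = Hck alone without Nef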
m-calpain inh: blocks pig calpain II enzyme activity; inhibition, % at 16 µM; purified calpain II, fluorogenic peptide substrate, 30 min; hit rate 0.37% among 220,000;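 active means inhibition above about 50%, limit read from the data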
* = called active by the depositor; . = not tested or not shown; [ ] = remark or other dose. A portion of the library, so the mix of outcomes need not match the whole.

Results follow in this order: 14-3-3 Bad PPI, L929 necroptosis, TbHK1 inh, EP2 mod, Rad51 HR inh, eIF4E 4G PPI, PGE2 EP2 inh, Hck Nef HTS, m-calpain inh
1) Cc1ccc(NC(=O)N2CCCCC2)cc1NC(=O)N1CCCCC1
    -2, 1.6, -8, 12, 3, 5, 12, 6, -20
2) CC1=CCC(C(C)(C)NC(=O)c2ccccc2)C/C1=N\O (stereo not given)
    ., -0.3, 2, ., -2, ., 6, 2, .
3) O=C(CSCc1cccc(F)c1)NCc1ccccc1
    -2, -0.2, 2, 21, -3, -5, 6, 15, 27
4) CCS(=O)(=O)N1CCC(C(=O)NCc2cccs2)CC1
    4[fluorescence artefact?], 0.2, 5, 4, -4, -3[fluorescence artefact?], 7, 0, -16
5) CCN(CC)CCNC(=O)CCCCn1c(=S)[nH]c2c([nH]c3ccc(OC)cc32)c1=O
    0[fluorescence artefact?], 0.9, -7, -6, ., 47*, 9, 1, -133
6) Cc1cccc(CSCC(=O)NCc2ccc(S(N)(=O)=O)cc2)c1
    -2, -0.3, 1, 5, 0, -4, 9, -4, 10
7) OC(COc1ccccc1)CN1CCCCCC1 (stereo not given)
    -6, 0.8, -5, 0, 4, -3, 4, 22, -2
8) CCC(CC)=N/N=C/c1c(O)n(CC)c2cc(C3=NNC(=O)CC3)ccc12
    -1, -0.3, -24, -16, 0, -5, 14, 3, -100
9) CC(=O)c1cccc(N(CC(=O)Nc2ccc(F)cc2)S(C)(=O)=O)c1
    -8, 0.3, 32, 5, -1, 7, 2, 3, 31
10) COc1ccccc1C(=O)N/C(=C\c1ccc(Br)cc1)C(=O)NCCO
    5, -0.4, -6, 33, 1, 0, 12, 0, 6
11) COC(=O)c1ccccc1SC1CC(=O)N(c2cccc(C)c2)C1=O (stereo not given)
    11, -0.3, -3, 20, 12, -28, 3, -2, 23
12) CCOC(=O)C1=C(C)NC(=O)/C1=C\N(C)C
    -28, 1.9, -4, 29, -17, -1, 3, 27, -23
13) Cc1ccc(C)c(NC(=O)CSc2nc(C)cc(C)c2C#N)c1
    3[fluorescence artefact?], -0.4, 1, -1, 0, 1, 4, 7, -13
14) O=[N+]([O-])c1cccc(Cl)c1NCCNS(=O)(=O)c1ccccc1
    2, 0.2, 2, 4, 6, -4, 9, 2, 8
15) Cc1nc(NC(=O)c2ccco2)sc1C(=O)Nc1ccc(Br)cc1
    3, 0.0, 13, -30, 8, 9, 13, 2, -10

Record cards, as listed above.
Shown for Cc1cccc(CSCC(=O)NCc2ccc(S(N)(=O)=O)cc2)c1 : 14-3-3 Bad PPI: -2; L929 necroptosis: -0.3; TbHK1 inh: 1; EP2 mod: 5; Rad51 HR inh: 0; eIF4E 4G PPI: -4; PGE2 EP2 inh: 9; Hck Nef HTS: -4; m-calpain inh: 10
Shown for COc1ccccc1C(=O)N/C(=C\c1ccc(Br)cc1)C(=O)NCCO : 14-3-3 Bad PPI: 5; L929 necroptosis: -0.4; TbHK1 inh: -6; EP2 mod: 33; Rad51 HR inh: 1; eIF4E 4G PPI: 0; PGE2 EP2 inh: 12; Hck Nef HTS: 0; m-calpain inh: 6
Shown for CCOC(=O)C1=C(C)NC(=O)/C1=C\N(C)C : 14-3-3 Bad PPI: -28; L929 necroptosis: 1.9; TbHK1 inh: -4; EP2 mod: 29; Rad51 HR inh: -17; eIF4E 4G PPI: -1; PGE2 EP2 inh: 3; Hck Nef HTS: 27; m-calpain inh: -23

Returning to the listing with the three entries that preceded the break.
Results follow in this order: 14-3-3 Bad PPI, L929 necroptosis, TbHK1 inh, EP2 mod, Rad51 HR inh, eIF4E 4G PPI, PGE2 EP2 inh, Hck Nef HTS, m-calpain inh
13) Cc1ccc(C)c(NC(=O)CSc2nc(C)cc(C)c2C#N)c1
    3[fluorescence artefact?], -0.4, 1, -1, 0, 1, 4, 7, -13
14) O=[N+]([O-])c1cccc(Cl)c1NCCNS(=O)(=O)c1ccccc1
    2, 0.2, 2, 4, 6, -4, 9, 2, 8
15) Cc1nc(NC(=O)c2ccco2)sc1C(=O)Nc1ccc(Br)cc1
    3, 0.0, 13, -30, 8, 9, 13, 2, -10
16) Cc1ccc(-c2csc(NC(=O)CCNC(=O)c3ccccc3Cl)n2)cc1
    -30, 1.5, 36, -87, 9, -5, 11, 5, 21
17) COc1ccc(CCNC(=O)CC2SC(=NCCC(C)C)NC2=O)cc1OC (stereo not given)
    1, 1.6, -4, -5, 1, -1, 7, 2, 12
18) CCCc1nnc(NC(=O)CCC(=O)N2CCN(c3ccccn3)CC2)s1
    -5, 0.8, -1, 6, -2, 2, 11, 0, 3
19) O=C(c1ccc(Cn2ccc([N+](=O)[O-])n2)cc1)N1CCN(Cc2ccccc2)CC1
    32, 1.3, -4, -22, 1, -3, 4, 14, -18
20) CCN1CCc2c(OCC(=O)Nc3cccc(C)c3)cccc2C1=O
    -5, 1.4, 2, -63, -2, -4, 4, -4, 15
21) Cc1ccc(NC(=O)CSc2nn(-c3ccc(Cl)cc3)c(=S)s2)cc1S(=O)(=O)N(C)C
    16, -0.2, -19, -34, 0, -4[fluorescence artefact?], 9, 4, 18
22) Cc1ccc(S(=O)(=O)Cn2nnnc2C(CC(C)C)N2CCN(C(=O)c3ccco3)CC2)cc1 (stereo not given)
    22, ., 0, 17, ., 7[fluorescence artefact?], 3, -1, 2
23) Cc1ccc(OCC(=O)N/N=C/c2c[nH]c3ccccc23)c([N+](=O)[O-])c1
    -5[fluorescence artefact?], 1.9, -5, -16, 2, 4, 11, 9, 11
24) CCOC(=O)C1=C(C)NC2=C(C(=O)CCC2)C1c1cc(OC)ccc1OC (stereo not given)
    2[fluorescence artefact?], 0.0, -12, 10, -5, -12, 13, 13, -14
25) Cc1ccc(NC(=O)C2(c3ccccc3)CCOCC2)cc1
    5, 9.9, 2, 5, -6, -1, 9, 14, 17
26) CC1=Nc2cc(C(=O)NCc3ccco3)ccc2Sc2ccc(C)cc21
    3, -1.4, 21, -3, -2, 8[fluorescence artefact?], 8, 10, -19
27) CCNC(=O)CN(c1ccc(CC)cc1)S(C)(=O)=O
    -2[fluorescence artefact?], 0.7, -9, 12, 8, 0[fluorescence artefact?], 4, 11, -15
28) O=C(COC(=O)c1c(Cl)cccc1Cl)NC1CCCCC1
    -14, 0.3, 0, -49, 11, 0, 8, 22, 15
29) O=C(C[n+]1cc(-c2ccccc2)n2c1CCC2)OCc1ccccc1
    -7[fluorescence artefact?], 0.6, 3, 2, -6, 3, 6, 1, 10
30) COC(=O)C(CC(=O)c1ccc(Cl)cc1)c1ccc(C(C)C)cc1 (stereo not given)
    ., -0.1, 6, -25, 6, ., 8, 3, 7

(next part)
Results follow in this order: 14-3-3 Bad PPI, L929 necroptosis, TbHK1 inh, EP2 mod, Rad51 HR inh, eIF4E 4G PPI, PGE2 EP2 inh, Hck Nef HTS, m-calpain inh
31) CS(=O)(=O)N(CCc1ccccc1)CC(=O)NCc1ccc(Cl)cc1
    -10, -0.1, -1, -17, 12, 3, 3, 3, 21
32) Cc1cnc(NC(=O)CSc2ccccc2)s1
    -4, -0.6, -7, -24, -2, 4, 6, 6, -10
33) CCOc1ccc(S(=O)(=O)N2CCCCC2)c(C)c1C
    1, 0.1, 6, -6, -7, 0, 6, 83*, 57*
34) CCNC(=O)COC(=O)c1cc(-c2ccc(OC)cc2)nc2ccccc12
    5, -0.2, -11, -8, -4, 3, 19, 0, -106
35) Cc1ccc(OCC(=O)c2ccc(Cl)s2)c([N+](=O)[O-])n1
    -9, 0.1, 0, 7, -5, 8, 3, 29, -77
36) Cn1c2ccccc2c2cnn(CC(=O)Nc3ccc(F)cc3F)c(=O)c21
    13, 1.3, -1, -31, ., -10, 6, 37, 16
37) C#CCn1c(=NC(=O)CSCC(=O)N2CCOCC2)sc2ccccc21
    -4, ., -2, -16, ., -2[fluorescence artefact?], 6, 3, 8
38) C[C@@H]1NC(=O)c2cc([N+](=O)[O-])cc(I)c2NCCCC[C@@H](C(N)=O)NC(=O)[C@H](CC(N)=O)NC1=O
    2, 0.1, -9, 14, -8, 4[fluorescence artefact?], 4, -14, -25
39) O=C(Nc1nc(-c2ccccn2)cs1)c1cc2ccccc2o1
    -9, -1.5, -20, 7, 5, 2, 17, 14, -5
40) Cc1ccc(CNC(=O)C2CC(=O)N(c3ccc(OCC(=O)N4CCCC4)cc3)C2)cc1 (stereo not given)
    -6[fluorescence artefact?], 0.2, 1, 4, 4, 4, -4, -11, -13
41) Cc1ccc(S(=O)(=O)NCC(=O)OCC(=O)NC(=O)c2cccn2C)cc1
    -3[fluorescence artefact?], -0.1, -3, 31, 2, 8, ., 3, -38
42) Clc1ccc(N/N=C/c2cccs2)nn1
    3, 1.4, -17, -5, 4, -4, 4, 35, 33
43) Cc1nc2c(-c3ccc(F)cc3)c(C)nn2c(C)c1CCC(=O)Nc1ccccc1
    8, 2.2, -15, -4, -3, -4, 5, 12, -40
44) Cc1noc(C)c1COC(=O)C1COc2ccccc2O1 (stereo not given)
    5, 0.6, 6, 6, 6, 2[fluorescence artefact?], 5, 4, -19
45) Cc1ccc(OCC(=O)Nc2cccc(-c3nnc(-c4ccccc4)o3)c2)cc1
    -10, 1.4, 0, -25, ., 0, ., -3, 7

(list continues)
Results follow in this order: 14-3-3 Bad PPI, L929 necroptosis, TbHK1 inh, EP2 mod, Rad51 HR inh, eIF4E 4G PPI, PGE2 EP2 inh, Hck Nef HTS, m-calpain inh
46) CCOC(=O)/C(C#N)=C\c1c(C)cc(C)c(COC(C)=O)c1C
    2[fluorescence artefact?], 0.4, -2, 20, -6, 8, 13, -9, -2
47) Cc1[nH]c(=S)c(C#N)c(-c2ccco2)c1C(=O)N(C)C
    -17, 4.7, -9, 34, -5, 2, -1, 28, -16
48) O=c1oc(/C=C/c2ccccc2)nc2sc3c(c12)CCC3
    -15, -0.2, -13, 32, -4, 6, 16, -1, -34
49) Cc1nc([N+](=O)[O-])c(Br)n1Cc1ccccc1
    9, 42, -20, -14, ., 5, 5, 6, 22
50) CC(C(=O)NCC1CCCCC1)N1CCc2ccccc2C1 (stereo not given)
    -13, 0.1, -3, -21, 1, -4, 4, 18, 1
51) Cn1c(CCN2CCOCC2)nc2cc(NC(=O)c3cccs3)ccc21
    4, 2.7, -2, -21, 11, -4, 11, 3, -23
52) CC(C)c1nnc(NC(=O)c2cccs2)s1
    4, -0.7, -23, 31, -1, -1, 7, 0, 2
53) Cn1cnnc1SCC(=O)Nc1ccc(S(=O)(=O)N2CCCC2)cc1
    -2[fluorescence artefact?], 0.5, 4, 13, -4, 0, 6, 0, -7
